# GLP1R ag = qHTS of GLP-1 Receptor Agonists. HEK293 GLP-1R CRE-luciferase, luminescence, 4-6 h; cells express a hypersensitive GLP-1R form. Potency, µM (highest dose often 45.6 µM), for inactives: at the highest dose activation, usual class: activators. 380,000 tested, 0.007% active; also: potency is read from the fitted curve at half-maximal effect; % of control where 0% means no effect
# Target sequence (P43220 whole entry, looked up): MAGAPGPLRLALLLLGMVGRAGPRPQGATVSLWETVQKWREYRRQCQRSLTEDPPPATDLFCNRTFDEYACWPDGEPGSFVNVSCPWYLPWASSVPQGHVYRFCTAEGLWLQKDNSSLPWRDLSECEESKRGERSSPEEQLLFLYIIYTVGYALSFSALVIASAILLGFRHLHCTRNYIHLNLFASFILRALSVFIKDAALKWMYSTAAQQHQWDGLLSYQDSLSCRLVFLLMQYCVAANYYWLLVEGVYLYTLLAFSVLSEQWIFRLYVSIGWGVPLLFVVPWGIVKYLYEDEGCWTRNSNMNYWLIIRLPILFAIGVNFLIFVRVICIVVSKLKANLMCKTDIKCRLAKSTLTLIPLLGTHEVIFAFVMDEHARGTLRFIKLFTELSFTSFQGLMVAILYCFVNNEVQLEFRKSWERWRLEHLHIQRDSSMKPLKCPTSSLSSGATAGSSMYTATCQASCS
# EPAC1 antagonist = qHTS for Antagonist of cAMP-regulated guanine nucleotide exchange factor 3 (EPAC1): primary screen | Rap guanine nucleotide exchange factor 3 (Homo sapiens), O95398 | AID 720709, 2013 | Potency, µM (titrated, usually from 115 µM), inactives show at the top dose activity change, negative = inhibition, hits mostly inhibitors | 360,000 tested, 0.14% active | EPAC1 GEF assay, Rap1b-BODIPY-GDP exchange fluorescence;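 also: potency is read from the fitted curve at half-maximal effect; plate controls were vehicle for no effect and positive control for full effect; nearly all actives have a fitted effect of over 50% in size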
# IL-2 act = qHTS of IL-2 Activators; activation, % (series mostly up to about 46 µM); IL-2 activation reporter assay, cell-based qHTS; stimulated with anti-CD3/CD4/CD28 beads; in transgenic mouse T cells; AID 652025, 2013; 360,000 tested, 0.065% active; in the data active = activation above about 50%; inconclusive = mostly about 30% to 49%; also: 0% is about no effect
#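 First, unstimulated transgenic mouse T cells were exposed to compound for 60 min. Next, anti-CD3/anti-CD4-coated beads with anti-CD28 were added. Finally, after 18 h at 37 degrees C, EGFP and DsRed were imaged.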
# PI5P4K alpha inh = qHTS for Inhibitors of phosphatidylinositol 5-phosphate 4-kinase (PI5P4K); Phosphatidylinositol 5-phosphate 4-kinase type-2 alpha (Homo sapiens), P48426; PI5P4Kalpha enzyme, ADP-Glo luminescence, 60 min; hits give low values; max response, %; 330,000 tested, 1.2% active; active = max response of -50% or lower; inconclusive = between -30% and -50%; inactive = -30% or higher; also: value at the top dose of about 77 µM; % is scaled to controls: 0 for no effect and ±100 for the full control effect
#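 Compounds were pin-transferred onto PI5P4Kalpha and substrate in HEPES pH 7.4 buffer with EGTA, CHAPS and 5% DMSO. ATP (5 microM final) started the reaction, which ran 60 minutes at room temperature before ADP-Glo detection.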
# GLP1R cytotox = qHTS of GLP-1 Receptor Inverse Agonists: Cytotox Screen. HEK293 cAMP-luciferase reporter cells, luminescence, 24 h. Potency, µM (highest dose often 38.3 µM), inactives show top-dose activity change, negative = inhibition, hits mostly inhibitors. 410,000 tested, 0.13% active;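 also: loss of luciferase light is scored as toxicity; potency is read from the fitted curve at half-maximal effect; % is scaled to controls: 0 for no effect and ±100 for the full control effect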
#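 A 23 nL compound transfer followed 12 hours of cell culture at 37 deg C; exposure then lasted 24 hr. Luciferase assay detection reagent was dispensed and plates read for luminescence after a 12 min room-temperature wait.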
# PLK1 PBD block = qHTS for Inhibitors of PLK1-PDB (polo-like kinase 1 - polo-box domain): Primary Screen; Serine/threonine-protein kinase PLK1 (Homo sapiens), P53350; Plk1 PBD binding of FITC phosphopeptide, fluorescence polarization; Potency, µM, inactives show max response, negative = inhibition, hits mostly inhibitors; 360,000 tested, 2.8% active; AID 720504, 2013; also: potency is read from the fitted curve at half-maximal effect; series mostly up to about 57 µM; % is scaled to controls: 0 for no effect and ±100 for the full control effect; nearly all actives have a fitted effect of over 65% in size
# EPAC1 agonist = qHTS for Agonist of cAMP-regulated guanine nucleotide exchange factor 3 (EPAC1): primary screen; EPAC1 agonist qHTS, biochemical assay; response scale: 100% = response to 6.5 mM cAMP; Potency, µM (top dose mostly 154 µM), without a hit: top-dose activation, most hits filed as activators; 360,000 tested, 0.073% active; AID 720707, 2013; also: potency is read from the fitted curve at half-maximal effect; nearly all actives have a fitted effect of over 60% in size
#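 Nucleotide exchange by EPAC1 (100 nM) on Rap1B–BODIPY-GDP (250 nM) in the presence of 50 uM GDP is tracked fluorescently at 480/540 nm over 30 min. Signals are normalized to a 6.5 mM cAMP control.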
# GLP-1R inv ag = qHTS of GLP-1 Receptor Inverse Agonists (Inhibition Mode); Glucagon-like peptide 1 receptor (Homo sapiens), P43220; HEK293 GLP-1R CRE-luciferase, luminescence, 24 h; GLP-1R form is constitutively active; Potency, µM (doses to about 38.3 µM), without a hit: at the top dose activity change, negative = inhibition, most hits filed as inhibitors; 410,000 tested, 1.6% active; AID 624417, 2012; also: potency is read from the fitted curve at half-maximal effect; % is scaled to controls: 0 for no effect and ±100 for the full control effect; nearly all actives have a fitted effect of over 55% in size
#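 GLP-1R inverse agonism mode: basal reporter luminescence in engineered HEK293 cells measured after one day of compound exposure at 37 deg C, with a 12 min room-temperature detection step.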
# PTHR1 ag = qHTS for PTHR1 Agonists: Primary Screen | HEK293 GP2 PTHR1 cells, GloSensor cAMP luminescence, 1 h | Potency, µM (highest dose often 115 µM), without a hit: top-dose activation, most hits filed as activators | 410,000 tested, 0.075% active | AID 743266, 2014; also: potency is read from the fitted curve at half-maximal effect; nearly all actives have a fitted effect of over 55% in size; some results filed as inactive show a strong effect at the top dose; inactives centre near -15; many of its hits are not listed in these tables
# Target sequence (Q03431 whole entry, looked up): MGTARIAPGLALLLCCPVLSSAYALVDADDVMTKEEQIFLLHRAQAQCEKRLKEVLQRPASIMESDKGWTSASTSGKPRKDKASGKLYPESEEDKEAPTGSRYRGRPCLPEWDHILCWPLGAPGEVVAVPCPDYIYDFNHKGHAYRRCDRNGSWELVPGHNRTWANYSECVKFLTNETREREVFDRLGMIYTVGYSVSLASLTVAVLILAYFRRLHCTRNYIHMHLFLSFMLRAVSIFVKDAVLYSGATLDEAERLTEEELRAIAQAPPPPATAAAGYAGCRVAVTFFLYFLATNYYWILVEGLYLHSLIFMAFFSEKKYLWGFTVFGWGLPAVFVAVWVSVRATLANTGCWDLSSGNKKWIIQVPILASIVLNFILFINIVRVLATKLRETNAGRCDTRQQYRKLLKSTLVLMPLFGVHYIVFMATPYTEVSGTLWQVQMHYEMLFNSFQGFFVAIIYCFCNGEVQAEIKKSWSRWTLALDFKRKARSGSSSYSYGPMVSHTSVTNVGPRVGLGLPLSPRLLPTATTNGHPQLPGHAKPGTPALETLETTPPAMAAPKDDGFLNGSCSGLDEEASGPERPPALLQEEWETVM
#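 HEK-293-derived GP2 cells expressing PTHR1 and a GloSensor cAMP reporter, 3,000/well, plated overnight, given luciferin plus IBMX (each 0.5 mM as added) for 1 h at 37 °C, then compound for 1 h at 37 °C. Luminescence was read after 15 min at room temperature.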
# * = called active by the depositor; i = inactive; u = inconclusive; x = not tested or not shown; & = joins results of further samples; [ ] = dose if it differs, or a comment. Unless noted, calls follow the shape of the dose curve; as a rule, active = well fitted curve in the direction sought with a large enough effect; inconclusive = small, poorly fitted or top-dose-only effect, or another doubt; inactive = no such curve, though single readings can be large; an effect the other way counts as inactive or inconclusive. This is a subset (hit frequency here may not be typical).
SMILES,GLP1R ag,EPAC1 antagonist,IL-2 act,PI5P4K alpha inh,GLP1R cytotox,PLK1 PBD block,EPAC1 agonist,GLP-1R inv ag,PTHR1 ag
Cc1ccc(C(=O)N/N=C2\CC3CC=CC23)c(C)c1 (stereo not drawn),-6.4%,2.5%,0.1,7.4,7.8%,-4.7%,3.2%,2.6%,i
Cc1ccccc1OCCNC(=O)CSc1ccc(C(F)(F)F)cc1[N+](=O)[O-],-2.8%,-1.4%,-1.8,0.9,-0.9%,u,-9.3%,u,-17.9%
N#Cc1c(NC(=O)CSc2ncn[nH]2)sc2c1CCCC2,4.0%,3.1%,-3.9,-21.2,-21.6%,-6.6%,0.3%,14.5%,-30.9%[inhibitor]
Cc1ccc(-c2csc(NC(=O)c3cccs3)n2)cc1,-2.5%,-4.0%,-0.5,-6.7,-3.0%,4.8%,10.4%,1.7%,-30.5%[inhibitor]
O=C1c2cnccc2CN1Cc1ccccc1,-7.5%,-5.1%,0.4,9.9,-9.4%,-0.8%,0.0%,5.5%,i
CCOC(=O)c1sc(=S)n(Cc2ccccc2)c1C,16.3%,-18.1%,0.2,8.2,-13.6%,0.1%,12.4%,8.91µM*,i
O=C(Cn1cnc2c(nnn2-c2ccccc2)c1=O)N1CCCc2ccccc21,-0.9%,-7.3%,3.1,7.8,-6.6%,-15.3%,-2.1%,0.3%,-42.5%[inhibitor]
Cc1ccc(NC(=O)c2cc(=O)[nH]c3ccccc23)cc1C,6.5%,-2.3%,1.0,-7.4,-2.5%,-12.6%,8.4%,-12.9%,-23.9%
Cc1csc(=O)n1CC(=O)OCC(=O)NC(C)c1ccc(F)cc1 (stereo not drawn),-1.8%,15.4%,0.3,-21.1,3.6%,-7.3%,-3.5%,15.1%,10.4%
COc1ccc(NC(=O)CCCc2nnc3n(C)c(=O)c4sccc4n23)cc1,-4.1%,-19.3%,-0.4,4.1,0.4%,1.9%,6.2%,5.1%,i
COc1ccc(OC)c(C(=O)NC(CC(N)=O)c2ccc(NCc3ccccn3)c([N+](=O)[O-])c2)c1 (stereo not drawn),-0.8%,-6.4%,-2.5,-2.5,0.0%,-17.4%,1.5%,26.1%,i
CCOC(=O)CC1C(=O)NCCN1S(=O)(=O)c1ccc(Cl)cc1 (stereo not drawn),1.0%,1.1%,-0.4,2.2,0.5%,-25.9%,-3.9%,1.1%,i
CNS(=O)(=O)c1cccc(C(=O)NCC2(N3CCOCC3)CCCCC2)c1,-0.3%,-3.9%,4.5,3.8,2.1%,-4.2%,-11.4%,12.4%,-5.3%
COC(=O)C1=CN(c2ccc(C(C)(C)C)cc2)C(N)=C(C#N)C1c1cccc2ccccc12 (stereo not drawn),x,-3.1%,1.8,-5.8,0.6%,0.2%,2.0%,u,-63.9%[inhibitor]
Nc1nc(NCc2ccco2)nc(Nc2ccccc2)c1[N+](=O)[O-],19.6%,-7.1%,-4.1,-5.3,3.0%,-8.5%,-0.8%,104.4%[activator],i
CCOc1ccc(/C=C/C(=O)Nc2ccc(OC)cc2[N+](=O)[O-])cc1,-0.4%,-4.1%,114.0*,4.9,-11.0%,13.0%,-46.2%[inhibitor],6.1%,-38.4%[inhibitor][57.5 µM]
O=C(O)CCCCCNC(=O)OCC1c2ccccc2-c2ccccc21,2.5%,-4.8%,-3.7,5.6,10.3%,-1.6%,2.6%,2.4%,-0.3%
CCCCCCCCN1[C@@H](CC(=O)O)c2ccc(C(F)(F)F)cc2S1(=O)=O,-0.4%,-15.4%,-0.7,17.9,u,-20.6%,-5.3%,u,-19.5%
CCc1ccccc1NC(=O)c1nnn(CC(=O)Nc2cccc(C)c2C)c1N,-13.0%,-10.5%,3.6,0.3,-9.8%,1.0%,-6.3%,8.5%,i
CCOc1ccccc1NC(=O)NC(=O)N(C)S(=O)(=O)c1ccc(C)cc1,1.5%,0.5%,0.4,-1.0,-34.2%,-2.7%,21.1%,-27.9%,i
CSc1ccccc1C(=O)NCc1ccc(C)cc1,3.0%,u,-0.6,3.9,8.1%,-19.2%,-3.5%,u,-3.1%
CC(C)c1c(C(=O)N/N=C/c2ccsc2)nnn1-c1nonc1N,5.3%,-2.6%,-0.6,-9.0,-5.5%,-7.3%,3.2%,-1.1%,-5.7%
C1=C(c2cc3ccccc3cn2)CCCC1,24.7%,-26.7%,1.2,1.8,17.1%,-13.2%,-9.6%,14.0%,-0.6%
O=C1CC(c2ccccc2)Cc2nc3ncnn3cc21 (stereo not drawn),1.8%,11.4%,-1.9,x,u,-4.6%,-2.3%,u,i
COc1ccc(N(CC(=O)N2CCc3ccccc32)S(=O)(=O)c2c(C)nn(C)c2C)cc1,2.1%,-24.2%,1.2,2.0,6.4%,-5.3%,3.6%,-5.9%,-13.4%

# Whole records as entered above. Order of values: GLP1R ag	EPAC1 antagonist	IL-2 act	PI5P4K alpha inh	GLP1R cytotox	PLK1 PBD block	EPAC1 agonist	GLP-1R inv ag	PTHR1 ag
# CCOc1ccccc1NC(=O)NC(=O)N(C)S(=O)(=O)c1ccc(C)cc1 reads 1.5%	0.5%	0.4	-1.0	-34.2%	-2.7%	21.1%	-27.9%	i
# CCOC(=O)CC1C(=O)NCCN1S(=O)(=O)c1ccc(Cl)cc1 (stereo not drawn) reads 1.0%	1.1%	-0.4	2.2	0.5%	-25.9%	-3.9%	1.1%	i
# O=C(Cn1cnc2c(nnn2-c2ccccc2)c1=O)N1CCCc2ccccc21 reads -0.9%	-7.3%	3.1	7.8	-6.6%	-15.3%	-2.1%	0.3%	-42.5%[inhibitor]

# (listing goes on)
SMILES,GLP1R ag,EPAC1 antagonist,IL-2 act,PI5P4K alpha inh,GLP1R cytotox,PLK1 PBD block,EPAC1 agonist,GLP-1R inv ag,PTHR1 ag
O=c1ccc2cc([N+](=O)[O-])c(CCO)cc2o1,-4.9%,-9.7%,-0.8,-2.7,u,-10.4%,2.7%,23.4%,i
COc1ccc(S(=O)(=O)N2CCN(C(=O)C3CC3)CC2)cc1Br,-5.7%,-1.4%,1.5,0.4,3.8%,3.2%,-5.9%,17.0%,-22.5%
Cc1ccc(C(=O)NNC(=O)c2ccccc2-n2cccc2)cc1,7.6%,-8.6%,0.9,6.3,-8.8%,2.7%,4.1%,50.7%[activator],i
Cc1ccc(S(=O)(=O)/N=C2\C(=O)c3ccccc3C([O-])=C2n2cc[n+](CCC(C)C)c2)cc1,-8.5%,-5.0%,0.1,x,-25.0%,-6.0%,-1.0%,0.0%,-3.9%[57.5 µM]
Cc1ccc(OCC(O)Cn2c(=N)n(CCN3CCOCC3)c3ccccc32)cc1 (stereo not drawn),4.0%,-4.5%,-0.7,11.7,-15.6%,-2.6%,-4.3%,u,i
O=C(NCc1ccc2c(c1)OCO2)c1nc(Cn2ccc([N+](=O)[O-])n2)no1,3.8%,-8.1%,0.2,-3.5,-5.7%,-0.5%,-11.5%,-2.0%,i
CS(=O)(=O)N1CCc2cc(C(=O)Nc3cccc([N+](=O)[O-])c3)ccc21,-3.0%,-12.1%,0.4,8.3,-14.9%,-4.3%,-8.7%,6.8%,-20.9%
CCCCNC(=O)C(NC(=O)Cc1cc(OC)cc(OC)c1)C(=O)c1ccccc1 (stereo not drawn),x,-3.2%,2.7,1.8,-11.7%,-1.2%,7.5%,6.2%,i
CC(C)N(Cc1nc(-c2ccccc2)no1)C(=O)CN(C)S(=O)(=O)c1ccc(Br)cc1,9.4%,-11.0%,-1.6,x,1.6%,-4.5%,22.2%,-39.2%,-2.9%
O=C(CSc1nnc(CCCOc2ccc(Cl)cc2Cl)o1)Nc1ccc(C(=O)O)cc1,-1.8%,-0.8%,-1.6,u,-1.1%,-6.6%,0.7%,11.4%,-28.3%
O=C(NNC(=O)c1ccccc1Br)c1ccc(SCC2CCCO2)c([N+](=O)[O-])c1 (stereo not drawn),-18.5%,-5.4%,-2.6,x,0.2%,-5.5%,10.9%,1.2%,29.5%[57.5 µM]
NC(=O)c1cc(-c2ccccc2)sc1NC(=O)CN1CCCCC1,16.9%,u,-3.3,2.8,u,-6.7%,-6.9%,u,i
CCOC(=O)c1c(C)[nH]c(C(=O)OCC(=O)Nc2ccc(Cl)cn2)c1C,-32.8%[inhibitor],-14.3%,0.8,-0.8,-0.3%,-6.2%,3.5%,-2.4%,21.7%
CSCC(C)N1CCC(n2nccc2NC(=O)CCc2ccccc2)CC1 (stereo not drawn),-1.2%,7.5%,2.7,-0.6,-12.0%,-18.1%,-3.2%,-20.6%,-23.2%
CSc1ccc(C(=O)c2[nH]c(=O)[nH]c2C)cc1,4.7%&26.6%,-25.9%,0.2,u,7.3%,u,-6.9%,34.0%[activator],i
Cc1cccc(NC(=O)c2ccc(OCc3c(C)noc3C)cc2)n1,-7.4%,-2.3%,-0.5,5.1,-1.7%,-7.6%,1.3%,-12.1%,-2.9%
COc1cccc(NC(=S)N(Cc2cccc(Br)c2)CC2CCC(C(=O)O)CC2)c1 (stereo not drawn),6.3%,-7.0%,-1.6,6.8,9.0%,u,-6.3%,u,4.5%
Nc1cc(=O)[nH]c2ncnn12,-3.9%,-7.1%,-0.2,18.8,9.4%,-7.5%,0.5%,19.0%,14.1%
OCCC1CN(Cc2ccc(F)cc2Cl)CCN1CCc1ccccc1 (stereo not drawn),2.3%,-13.2%,-0.1,-3.9,-13.4%,-21.3%,7.0%,u,-10.3%
S=c1nc(-c2ccc(Br)cc2)oc2c1CCCC2,-2.7%,3.9%,0.0,0.0,0.3%,-12.7%,1.1%,7.0%,-2.4%
CC1CN(c2ccc(Cl)cc2[N+](=O)[O-])CCN1S(C)(=O)=O (stereo not drawn),9.3%,-3.4%,-0.6,3.6,-2.9%,29.9µM*,0.2%,-28.5%,-23.0%

# Bioassay records (PubChem BioAssay)
